Screening data (PubChem BioAssay)
T cruzi growth – T. cruzi intracellular proliferation inhibitors, primary screen, cell-based, beta-gal Tulahuen parasites, NIH3T3 host, luminescence. T. cruzi beta-gal in NIH3T3, GalScreen luminescence, 90 h. inhibition, % at 8.34 µM. 77,000 tested, 5.9% active;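 active = mean inhibition above about 93%, with at least 55% of replicates each passing it, limit read from the data, passing the limit was not always enough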
C diff HTS – C. difficile growth inhibitors, primary screen, HTS; 86,000 tested, 0.25% active; growth activity, negative = inhibition, % at 16 µg/mL (by protocol); Clostridium difficile clinical isolate growth, OD600, 24 h; active compounds read low;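 active = mean growth activity at or below -80% and every replicate also at or below -80%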;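 also: 0% = DMSO wells and -100% = levofloxacin 16 µg/mL wells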
KDM4C inh – inhibitors of GASC-1 (KDM4C) histone demethylase, primary screen, biochemical, single concentration HTS. Lysine-specific demethylase 4C (Homo sapiens), Q9H3R0. GST-KDM4C 2-372, H3K9me3 peptide, LANCE TR-FRET. inhibition, % at 12.5 µM. 96,000 tested, 0.15% active;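 active = mean replicate inhibition above about 25%, with at least 55% of replicates also reaching it, limit read from the data, passing the limit was not always enough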
Target sequence (Q9H3R0 2-372 limits assumed): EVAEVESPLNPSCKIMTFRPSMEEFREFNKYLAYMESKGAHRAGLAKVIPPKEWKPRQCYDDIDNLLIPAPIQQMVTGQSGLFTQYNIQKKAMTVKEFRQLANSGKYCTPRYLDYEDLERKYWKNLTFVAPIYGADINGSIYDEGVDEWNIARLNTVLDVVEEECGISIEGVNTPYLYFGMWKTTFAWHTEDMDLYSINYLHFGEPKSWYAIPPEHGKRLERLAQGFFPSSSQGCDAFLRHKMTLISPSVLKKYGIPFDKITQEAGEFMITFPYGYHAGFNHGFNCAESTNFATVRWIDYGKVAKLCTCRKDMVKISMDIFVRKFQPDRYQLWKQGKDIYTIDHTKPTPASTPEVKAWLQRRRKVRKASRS
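System: N-terminal GST-fused human GASC-1 (KDM4C) fragment, residues 2-372; amount: enzyme final amount 10 nM; incubation: reaction 30 min RT, detection step 1 h RT; medium: HEPES buffer, pH 7.5, plus ascorbate; technique: LANCE TR-FRET, Eu antibody, ULight-streptavidin, EDTA, ex 340 nm, em 618/671 nm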
Pf Dd2 inh – P. falciparum Dd2 growth inhibitors, primary screen, SYBR Green fluorescence, single dose replicates | 72 h; active compounds read low | 94,000 tested, 2.3% active | AID 1159554, 2015 | activity change, % at 10 µM; in the data active = activity change below about -80%
Starred values were filed as active, the others as inactive; nt = not tested or not shown; & = joins results of further samples.

no.	mol	T cruzi growth	C diff HTS
1	O=C(NCc1ccccc1)[C@@H]1[C@@H](CO)[C@@H]2Cn3c(cccc3=O)[C@@H]2N1Cc1ccccc1F	3	0
2	COc1cccc(S(=O)(=O)N[C@@H]2C=C[C@@H](CC(=O)NCc3ccccc3)O[C@@H]2CO)c1	4	3
3	O=C(NC1CCCCC1)[C@H]1[C@H](CO)[C@H]2Cn3c(cccc3=O)[C@@H]1N2Cc1cccnc1	-6	-1
4	COc1ccc(S(=O)(=O)N[C@@H]2C=C[C@H](CC(=O)NCc3ccccc3F)O[C@@H]2CO)cc1	-35	-2
5	CO[C@@H]1CN(C)C(=O)c2cc(NS(=O)(=O)c3ccc(Cl)cc3)ccc2OC[C@H](C)NC[C@H]1C	18	nt
6	O=C(C[C@@H]1C=C[C@@H](NC(=O)Nc2ccccc2F)[C@H](CO)O1)NCc1ccccc1	nt	-3
7	CC(C)COC(=O)N(C)C[C@@H]1OCc2cnnn2CCCC(=O)N([C@H](C)CO)C[C@@H]1C	14&11	1
8	Cc1cc(C(=O)Nc2cccc3c2O[C@H](CN(C)Cc2ccc(-c4ccccc4)cc2)[C@H](C)CN([C@H](C)CO)C3=O)n(C)n1	41	0
9	C[C@@H]1CCCCO[C@H](CN(C)S(C)(=O)=O)[C@@H](C)CN([C@@H](C)CO)C(=O)c2cc(NS(=O)(=O)c3cn(C)cn3)ccc2O1	29	-2
10	COc1ccc(CN(C)C[C@@H]2Oc3ccc(NC(=O)CCC(F)(F)F)cc3CC(=O)N([C@@H](C)CO)C[C@H]2C)cc1	37	2
11	C[C@H](CO)N1C[C@H](C)[C@@H](CN(C)C(=O)Nc2ccc(F)cc2)Oc2c(NC(=O)C3CC3)cccc2C1=O	-4	0
12	O=C(N[C@H]1CC[C@@H](CCn2cc(-c3ccccn3)nn2)O[C@H]1CO)c1ccc(F)cc1	-37	nt
13	Cc1nn(C)cc1NC(=O)C[C@H]1CC[C@@H]2[C@@H](COc3ccc(NC(=O)c4cccc(F)c4)cc3C(=O)N2C)O1	-32	-9
14	C[C@@H]1CN([C@@H](C)CO)S(=O)(=O)c2ccc(Br)cc2O[C@H]1CN(C)C(=O)C1CCC1	56&21	-2
15	COc1ccc2c3c([nH]c2c1)[C@@H](CO)N(Cc1ccccc1)CC31CN(S(=O)(=O)c2ccc(C)cc2)C1	nt	-8

no.	KDM4C inh	Pf Dd2 inh
1	0.3	nt
2	0.7	5
3	0.4	nt
4	0.9	-10
5	0.5	-17
6	-1.6	6
7	-1.0	-12&17
8	5.5	-24
9	1.7	53
10	0.0	-23
11	0.2	28
12	0.7	-3
13	4.7	4
14	0.3	16&-5
15	-0.7	-54

Further structures follow:
no.	mol	T cruzi growth	C diff HTS
16	COc1cccc(-c2ccc3c(c2)O[C@@H](CN(C)C(=O)C2CCOCC2)[C@@H](C)CN([C@@H](C)CO)S3(=O)=O)c1	nt	-1
17	Cc1noc(C)c1NC(=O)N(C)C[C@H]1Oc2ccc(N(C)C)cc2C(=O)N([C@@H](C)CO)C[C@@H]1C	36	-1
18	CO[C@H]1CN(C)C(=O)c2cc(NS(=O)(=O)c3ccc(C)cc3)ccc2OC[C@H](C)N(C)C[C@@H]1C	2	-2
19	O=C(C[C@@H]1C[C@@H]2c3cc(NC(=O)CC4CC4)ccc3O[C@@H]2[C@@H](CO)O1)NCc1ccccn1	33	0
20	O=C(C[C@H]1C[C@H]2c3cc(NC(=O)Cc4ccncc4)ccc3O[C@H]2[C@@H](CO)O1)NCc1ccccc1	14	nt
21	O=C(Cc1ccncc1)NCC[C@H]1CC[C@@H](NC(=O)C2CCCC2)[C@@H](CO)O1	nt	5
22	COc1cccc(S(=O)(=O)N2CCC3(CC2)CN[C@H](CO)c2c3c3ccc(OC)cc3n2C)c1	nt	-2
23	COC(=O)C[C@H]1C[C@H]2c3cc(NC(=O)Nc4ccc(C(F)(F)F)cc4)ccc3O[C@H]2[C@H](CO)O1	40	2
24	C[C@@H]1CN([C@@H](C)CO)C(=O)c2cc(C#C[C@@H](C)O)cnc2O[C@H]1CN(C)C(=O)c1ccccc1F	-49	2
25	CO[C@@H]1CN(C)C(=O)c2cc(NS(=O)(=O)Cc3ccccc3)ccc2OC[C@@H](C)N(Cc2nccs2)C[C@H]1C	26	-1
26	COc1ccc(S(=O)(=O)N(C)C[C@@H]2Oc3ccc(NC(=O)CCN4CCOCC4)cc3CC(=O)N([C@H](C)CO)C[C@@H]2C)cc1	-33	-5
27	O=C(C[C@@H]1C[C@H]2c3cc(NC(=O)NC4CCCC4)ccc3O[C@H]2[C@@H](CO)O1)NCc1ccccc1	39	nt
28	COc1ccc(S(=O)(=O)N(C)C[C@H]2Oc3ccc(N(C)C)cc3CC(=O)N([C@H](C)CO)C[C@H]2C)cc1	92	11
29	CO[C@H]1CN(C)C(=O)c2ccc(NC(C)=O)cc2OC[C@@H](C)N(C(=O)c2cnccn2)C[C@H]1C	31	nt
30	C[C@@H]1CCCCO[C@@H](CN(C)S(=O)(=O)c2ccc(Cl)cc2)[C@H](C)CN([C@@H](C)CO)C(=O)c2cc(NS(C)(=O)=O)ccc2O1	-4	-7

no.	KDM4C inh	Pf Dd2 inh
16	0.3	-31
17	0.1	16
18	1.4	17
19	-0.4	11
20	1.7	-33
21	0.8	6
22	-0.7	-68
23	0.3	6
24	-0.8	nt
25	1.6	-15
26	-0.1	-1
27	-0.7	-26
28	5.6	16
29	9.4	nt
30	0.1	-40

The listing continues:
no.	mol	T cruzi growth	C diff HTS
31	COc1ccc(NC(=O)N(C)C[C@@H]2Oc3ccc(NC(=O)Nc4c(C)noc4C)cc3C(=O)N([C@H](C)CO)C[C@@H]2C)cc1	12	-2
32	C[C@@H]1CCCCO[C@H](CN(C)Cc2ccc3c(c2)OCO3)[C@@H](C)CN([C@@H](C)CO)C(=O)c2cc(NC(=O)Nc3cccc4ccccc34)ccc2O1	69	nt
33	COc1cccc(CNC(=O)[C@@H]2[C@@H](CO)[C@@H]3Cn4c(ccc(-c5cccc(OC)c5)c4=O)[C@@H]3N2C)c1	19	1
34	COc1ccc(NC(=O)Nc2ccc3c(c2)C(=O)N([C@H](C)CO)C[C@H](C)[C@H](CN(C)C(=O)CCC(F)(F)F)OCCCC[C@H](C)O3)cc1	67	0
35	COc1ccc(S(=O)(=O)N[C@H]2CC[C@@H](CC(=O)N3CCC(Cc4ccccc4)CC3)O[C@@H]2CO)cc1	19	-14
36	C[C@@H]1CCCCO[C@@H](CN(C)S(=O)(=O)c2cn(C)cn2)[C@H](C)CN([C@@H](C)CO)C(=O)c2cc(NS(=O)(=O)c3cn(C)cn3)ccc2O1	-39	-1
37	Cc1ccc(S(=O)(=O)Nc2ccc3c(c2)C(=O)N([C@H](C)CO)C[C@@H](C)[C@H](CN(C)S(=O)(=O)c2ccc(C)cc2)O3)cc1	30	-8
38	C[C@H]1CN([C@@H](C)CO)C(=O)c2cccc(NC(=O)c3cnccn3)c2O[C@@H]1CN(C)CC1CCCCC1	32	-1
39	CC=Cc1ccc2n(c1=O)C[C@@H]1[C@@H](CO)[C@H](C(=O)NC3CCCC3)N(Cc3nccs3)[C@H]21 (mixture of isomers)	10	8
40	OC[C@H]1[C@H](c2ccc(C#CC3CCCC3)cc2)[C@H]2CN(CCC(F)(F)F)CCCCN21	61	15
41	Cc1ccccc1S(=O)(=O)N1CC[C@@H]2[C@H]1c1cc(-c3ccc(C#N)cc3)ccc1N[C@@H]2CO	101*	0
42	Cc1ccc(S(=O)(=O)N(C)C[C@H]2Oc3ncc(C#CCC(C)C)cc3C(=O)N([C@@H](C)CO)C[C@H]2C)cc1	105*	-10
43	C/C=C/c1ccc([C@H]2[C@@H](CO)N(C(C)=O)C23CN(C(=O)c2ccncc2)C3)cc1	nt	0
44	C[C@@H]1CCCCO[C@H](CN(C)C(=O)Nc2ccc(F)cc2)[C@@H](C)CN([C@@H](C)CO)C(=O)c2cc(NC(=O)Cc3ccccc3)ccc2O1	94	0
45	CO[C@H](CN(C)C(=O)c1ccc2c(c1)OCO2)[C@@H](C)CN([C@H](C)CO)S(=O)(=O)c1ccc(F)cc1	34	nt

no.	KDM4C inh	Pf Dd2 inh
31	-0.9	18
32	-2.3	-88*
33	4.7	-17
34	-0.3	16
35	-2.7	-1
36	0.6	55
37	-0.4	-8
38	-3.3	-14
39	2.4	-3
40	0.7	-35
41	1.6	9
42	-0.2	-38
43	0.5	-19
44	-0.4	-61
45	0.1	27

Entries above containing a Cl atom:
no.	mol	T cruzi growth	C diff HTS
5	CO[C@@H]1CN(C)C(=O)c2cc(NS(=O)(=O)c3ccc(Cl)cc3)ccc2OC[C@H](C)NC[C@H]1C	18	nt
30	C[C@@H]1CCCCO[C@@H](CN(C)S(=O)(=O)c2ccc(Cl)cc2)[C@H](C)CN([C@@H](C)CO)C(=O)c2cc(NS(C)(=O)=O)ccc2O1	-4	-7

no.	KDM4C inh	Pf Dd2 inh
5	0.5	-17
30	0.1	-40

(list continues)
no.	mol	T cruzi growth	C diff HTS
46	COc1ccc(CN(C)C[C@H]2OCCCC[C@@H](C)Oc3ccc(NC(=O)Nc4ccc(C(F)(F)F)cc4)cc3C(=O)N([C@H](C)CO)C[C@@H]2C)cc1	75	-36
47	CNC[C@H]1Oc2c(NS(=O)(=O)c3ccc(Cl)cc3)cccc2C(=O)N([C@H](C)CO)C[C@H]1C	nt	4
48	C[C@@H]1CN([C@@H](C)CO)C(=O)Cc2cc(NC(=O)Nc3ccccc3)ccc2O[C@H]1CN(C)S(=O)(=O)c1cccs1	10	-6
49	C[C@@H]1CN([C@@H](C)CO)S(=O)(=O)c2ccc(/C=C/c3ccccc3)cc2O[C@H]1CN(C)C(=O)NC1CCCC1	101	-13
50	C[C@H](CO)N1C[C@H](C)[C@H](CN(C)C(=O)C2CCCCC2)Oc2cc(-c3cncnc3)ccc2S1(=O)=O	nt	-1
51	C[C@@H]1CCCCO[C@@H](CN(C)C)[C@@H](C)CN([C@@H](C)CO)C(=O)c2cc(NS(=O)(=O)c3cccs3)ccc2O1	51	2
52	CCCC#Cc1ccc([C@@H]2[C@@H](CO)N3CCCCN(S(=O)(=O)c4ccccc4F)C[C@@H]23)cc1	51	5
53	C[C@H](CO)N1C[C@H](C)[C@@H](CN(C)S(=O)(=O)c2cn(C)cn2)Oc2c(NC(=O)C3CCCCC3)cccc2C1=O	nt	0
54	C[C@H](CO)N1C[C@H](C)[C@H](CN(C)Cc2cccc(C(=O)O)c2)Oc2cc(C3=CCCC3)ccc2S1(=O)=O	35	3
55	CC(C)NC(=O)Nc1ccc2c(c1)CC(=O)N([C@H](C)CO)C[C@@H](C)[C@H](CN(C)S(=O)(=O)c1ccccc1)O2	-14	0
56	C[C@H](O)C#Cc1ccc([C@@H]2[C@@H](CO)N3CCCCN(CC4CCOCC4)C[C@H]23)cc1	3	-3
57	COCCNC(=O)C[C@H]1C[C@@H]2c3cc(NC(=O)NC4CCCC4)ccc3O[C@@H]2[C@H](CO)O1	-51	-1
58	CCCNC(=O)[C@H]1[C@H](CO)[C@H]2Cn3c(ccc(C4=CCCCC4)c3=O)[C@@H]1N2CC	16	-2
59	C[C@@H]1CN([C@@H](C)CO)C(=O)c2cccc(NC(=O)c3cnccn3)c2O[C@@H]1CN(C)S(C)(=O)=O	-73	-4
60	O=C(C[C@@H]1C[C@H]2c3cc(NC(=O)Cc4ccncc4)ccc3O[C@H]2[C@@H](CO)O1)NCc1ccc(-c2ccccc2)cc1	nt	-10

no.	KDM4C inh	Pf Dd2 inh
46	nt	-66
47	2.0	8
48	-0.2	-44
49	0.6	-53
50	-0.4	-15
51	0.9	11
52	2.4	33
53	-1.5	18
54	0.7	-1
55	0.6	-10
56	0.9	-7
57	1.5	13
58	1.6	8
59	0.3	31
60	3.5	-31

Following part.
no.	mol	T cruzi growth	C diff HTS
61	CN1C(=O)c2cc(NC(=O)C3CCCC3)ccc2OC[C@H]2O[C@H](CC(=O)NCc3ccccc3F)CC[C@H]21	nt	-3
62	CN(C)C(=O)C[C@@H]1CC[C@@H]2[C@H](COC[C@@H](O)CN2C(=O)c2ccncc2)O1	-57	11&1
63	Cc1ccccc1-c1ccc(C2[C@@H]3CN(C(=O)C4CC4)C[C@H]2N3)cc1 (some centres undefined)	nt	3&46
64	OC[C@H]1[C@@H](c2ccc(C#Cc3ccccc3F)cc2)[C@H]2CN(CC3CCOCC3)CCCCN21	71	-3
65	C[C@H]1CN([C@@H](C)CO)C(=O)c2cccc(NS(=O)(=O)c3ccccc3)c2O[C@H]1CN(C)S(=O)(=O)c1cccs1	27	2

no.	KDM4C inh	Pf Dd2 inh
61	15	-16
62	2.9	nt
63	-1.0&0.2	-33&-18
64	-0.3	4
65	-3.5	-17
